Compound activity: PubChem BioAssay, several laboratories
IDE act = human IDE activators in live cells, primary screen, fluorescence polarization, HEK cells, FAbeta-B substrate. AID 493087, 2011. hit rate 0.073% among 340,000. FAbeta-B cleavage; 0% vehicle, 100% cell-free pure enzyme wells. Insulin-degrading enzyme (Homo sapiens), P14735. activation, % at 5.96 µM;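 active means activation above the mean of all tested compounds plus 3 SD, set per screening campaign, cut at about 17% in these data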
FID counter = compounds displacing fluorescent DNA intercalator, primary screen, artefact control for HCV NS3 helicase inhibitor project, biochemical, FID fluorescence. DNA fluorescent intercalator displacement. inhibition, % at 7.9 µM. hit rate 0.17% among 290,000. AID 1845, 2009; in the data active means inhibition above about 37%;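 further: 0% = vehicle and 100% = reference compound; higher means more ethidium bromide displaced from hairpin DNA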
IDE cell inh = human IDE inhibitors in live cells, primary screen, fluorescence polarization, HEK cells, FAbetaB substrate | FAbetaB cleavage | inhibition, % at 5.59 µM | hit rate 0.41% among 320,000 | AID 434962, 2010;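 active means percent inhibition above the average of all tested compounds plus 3 SD, set per screening campaign, cut at about 16% in these data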;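 further: IDE supplied by intact live HEK cells; FP after avidin binding of uncleaved biotin substrate so inhibition keeps polarization high; 0% = DMSO wells and 100% = 60 µM reference IDE inhibitor Ii1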
UBC9 SUMO inh = inhibitors of in vitro SUMOylation cascade, primary screen, biochemical, HTRF, uHTS | AID 2006, 2009 | SUMO-conjugating enzyme UBC9 (Homo sapiens), P63279 | HTRF SUMOylation assay, SAE1/SAE2 + UBC9 | inhibition, % at 35 µM | hit rate 0.36% among 290,000; in the data active means inhibition above about 50%, passing the limit was not always enough; further: strong numbers were not always called active
pCIP destab = p/CIP-EGFP fusion destabilizers, primary screen, fluorescence, F442A cells; Q05BA5; 16 h; decrease of EGFP signal, % at 10 µM; hit rate 0.01% among 290,000;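 active means EGFP signal decrease of at least 30% at 10 µM or well 3 SD below plate mean, unless failing retest; inactive means the rest, including hits failing retest or dose response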; further: some compounds called inactive have numbers as strong as hits; many of its hits are not listed in these tables
PfM18AAP inh = PfM18AAP inhibitors, malaria aminopeptidase, primary screen, biochemical, QFRET, recombinant enzyme. M18 aspartyl aminopeptidase (Plasmodium falciparum 3D7). H-Glu-NHMec fluorogenic cleavage. inhibition, % at 7.35 µM. hit rate 1.2% among 290,000. AID 1822, 2009;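 active means inhibition above the campaign mean inhibition over all tested compounds plus 3 SD, cut at about 28% in these data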;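 further: 0% = plate median of test compound wells and 100% = 2 mM ZnCl2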
HCV NS3 hel inh = inhibitors of HCV NS3 helicase, primary screen, biochemical, Cy5 molecular beacon fluorescence | NS3 helicase DNA unwinding | inhibition, % at 10.9 µM | hit rate 0.56% among 290,000 | AID 1800, 2009;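 active means inhibition above the mean of all tested compounds plus 3 SD, set per campaign, cut at about 35% in these data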;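 further: 0% = DMSO wells and 100% = thioflavine S control wells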
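System: Hepatitis C virus NS3 helicase domain fragment enzyme | Reagent: Annealed dual-labelled DNA beacon duplex, ATP-started | Compound dosing: 10.9 µM single point, 0.8% DMSO | Incubation: 1 h reaction at 25 °C, ATP-initiated | Technique: Cy5 fluorescence | Evaluation: Percent inhibition from t60/t0 fluorescence ratio | Benchmarks: Low DMSO, high thioflavine S at 110 µM | Replication: Singlicate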
VIM-2 inh = VIM-2 metallo-beta-lactamase inhibitors, primary screen, biochemical, epi-absorbance readout, Pseudomonas aeruginosa enzyme. hit rate 0.89% among 290,000. AID 1527, 2009. purified VIM-2, nitrocefin hydrolysis, epi-absorbance fluorescence. inhibition, % at 5.6 µM;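 active means inhibition above the mean of all tested compounds plus 3 SD, cutoff set per screening run, cut at about 7.5% in these data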;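 further: red hydrolysis product quenches plate fluorescence so inhibitors raise well fluorescence; 0% = enzyme with DMSO and 100% = DMSO without enzyme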
IMP-1 inhibitor = IMP-1 metallo-beta-lactamase inhibitors, primary screen, biochemical, epi-absorbance readout, Pseudomonas aeruginosa enzyme. metallo-beta-lactamase IMP-1 (Pseudomonas aeruginosa). purified IMP-1, nitrocefin hydrolysis, epi-absorbance fluorescence. inhibition, % at 5.6 µM. hit rate 0.45% among 290,000. AID 1556, 2009;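 active means inhibition above the mean plus 3 SD of all compounds in the same screening run, cut at about 4.5% in these data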;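 further: 0% = IMP-1 with DMSO and 100% = DMSO wells lacking enzyme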
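Assay system: purified IMP-1; Quantity: IMP-1 0.2 nM before substrate addition; Medium: HEPES buffer pH 7.1 with ZnSO4 and Brij 35; Incubation: 15 min enzyme–compound preincubation, then 25 min nitrocefin reaction, 25 °C; Signal: fluorescence quenching readout, ex 480/em 530 nm; Controls: DMSO with and without IMP-1; Repeats: singlicate testing.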
* hit, by the source's call. Compounds as they come; about 3.6% have a hit in one of these screens.

CCOC(=O)C(=O)C1=CN(Cc2ccccc2)C=C(C#N)C1 was read as IDE act 0, FID counter -9, IDE cell inh 1, UBC9 SUMO inh 5, pCIP destab -4, PfM18AAP inh -3, HCV NS3 hel inh -5, VIM-2 inh -1.0 and IMP-1 inhibitor -4.3.
`c1ccc(Cc2nn3c(Cn4cnc5ccccc54)nnc3s2)cc1` gave IDE act 0, FID counter -15, IDE cell inh 0, UBC9 SUMO inh 17, pCIP destab -8, PfM18AAP inh 18, HCV NS3 hel inh -3, VIM-2 inh -2.1 and IMP-1 inhibitor -0.2.
For O=C(CSc1ncccn1)NC1CCCc2ccccc21 (configuration not stated) the results were IDE act 2, FID counter -8, IDE cell inh 0, UBC9 SUMO inh 4, pCIP destab 8, PfM18AAP inh 0, HCV NS3 hel inh -2, VIM-2 inh -2.6 and IMP-1 inhibitor -2.8.
Screening Cc1cc2oc(=O)cc(CN(C)Cc3cccc(F)c3)c2cc1C returned IDE act 4, FID counter -25, IDE cell inh -1, UBC9 SUMO inh 14, pCIP destab -6, PfM18AAP inh 0, HCV NS3 hel inh -8, VIM-2 inh -2.5 and IMP-1 inhibitor -2.8.
For O=C(Nc1nnc(-c2ccccc2SCc2ccccc2)s1)Nc1ccccc1F the results were IDE act -4, FID counter -1, IDE cell inh -1, UBC9 SUMO inh 70*, pCIP destab -14, PfM18AAP inh -11, HCV NS3 hel inh 2, VIM-2 inh 1.5 and IMP-1 inhibitor -1.9.
Screening COc1ccc(N(CC(=O)NC2CCCC2)C(=O)Cn2nnc(-c3ccc(C)cc3)n2)cc1OC returned IDE act 6, FID counter -4, IDE cell inh -2, UBC9 SUMO inh -23, pCIP destab -14, PfM18AAP inh 3, HCV NS3 hel inh -1, VIM-2 inh -0.3 and IMP-1 inhibitor -1.9.
Screening CCOC(=O)c1cc([N+](=O)[O-])sc1NC(=O)CC returned IDE act 4, FID counter 4, IDE cell inh -3, UBC9 SUMO inh -5, pCIP destab 0, PfM18AAP inh 8, HCV NS3 hel inh 1, VIM-2 inh -2.6 and IMP-1 inhibitor -4.8.
Screening CCOc1cc(N2CCOCC2)c(OCC)cc1NC(=O)Cc1cccc(OC)c1 returned IDE act 4, FID counter -24, IDE cell inh 1, UBC9 SUMO inh -8, pCIP destab 12, PfM18AAP inh -9, HCV NS3 hel inh -6, VIM-2 inh 0.2 and IMP-1 inhibitor -0.4.
`COc1ccccc1OCC(=O)Nc1ccc(S(=O)(=O)Nc2cc(C)on2)cc1` gave IDE act 1, FID counter -27, IDE cell inh 2, UBC9 SUMO inh -5, pCIP destab 1, PfM18AAP inh 1, HCV NS3 hel inh 12, VIM-2 inh -2.3 and IMP-1 inhibitor -0.3.
Screening CCCCN1C[C@H](C)[C@@H](CC(=O)NCc2ccccc2)C1=O returned IDE act 9, FID counter -14, IDE cell inh 0, UBC9 SUMO inh -1, pCIP destab -18, PfM18AAP inh -4, HCV NS3 hel inh 12, VIM-2 inh -1.3 and IMP-1 inhibitor -0.8.
CC(C)OP(=O)(CCP(=O)(OC(C)C)OC(C)C)OC(C)C was read as IDE act 11, FID counter -32, IDE cell inh -1, UBC9 SUMO inh 10, pCIP destab -4, PfM18AAP inh -4, HCV NS3 hel inh 13, VIM-2 inh -0.4 and IMP-1 inhibitor 0.1.
CC(C)(/C=N/O)/[N+]([O-])=C/c1ccco1 was read as IDE act 2, FID counter -4, IDE cell inh 6, UBC9 SUMO inh 12, pCIP destab -5, PfM18AAP inh 3, HCV NS3 hel inh 1, VIM-2 inh 0.1 and IMP-1 inhibitor -0.9.
O=C1/C(=C\c2ccc(-c3ccccc3[N+](=O)[O-])o2)C(c2ccccc2)=NN1c1ccccc1 was read as IDE act -5, FID counter -1, IDE cell inh 3, UBC9 SUMO inh 41, pCIP destab 0, PfM18AAP inh 14, HCV NS3 hel inh 7, VIM-2 inh -3.2 and IMP-1 inhibitor -4.8.
CCOC(=O)c1cc2sccc2n1Cc1ccccc1 was read as IDE act 6, FID counter -2, IDE cell inh 0, UBC9 SUMO inh -7, pCIP destab -12, PfM18AAP inh -2, HCV NS3 hel inh -1, VIM-2 inh -2.9 and IMP-1 inhibitor -2.4.
COc1ccc(-c2cc(C(=O)N3CCCC3)no2)cc1OC was read as IDE act 1, FID counter -20, IDE cell inh -8, UBC9 SUMO inh 10, pCIP destab 2, PfM18AAP inh 2, HCV NS3 hel inh -3, VIM-2 inh -3.1 and IMP-1 inhibitor -1.8.
CC(=O)N(C(C)=O)n1c(/C=C/c2cccc([N+](=O)[O-])c2)nc2ccccc2c1=O was read as IDE act 2, FID counter -6, IDE cell inh 4, UBC9 SUMO inh 20, pCIP destab -16, PfM18AAP inh 1, HCV NS3 hel inh 7, VIM-2 inh -2.7 and IMP-1 inhibitor -2.8.
Screening O=C(/C=C/c1ccc(Cl)cc1)N1CCN(c2ccc([N+](=O)[O-])c(N3CCOCC3)c2)CC1 returned IDE act 1, FID counter -4, IDE cell inh 9, UBC9 SUMO inh 3, pCIP destab -2, PfM18AAP inh 0, HCV NS3 hel inh 0, VIM-2 inh -2.0 and IMP-1 inhibitor -2.6.
Screening COc1ccc(C2=NN(C(=O)CN3CCCCC3)C(c3ccc(OC)cc3)C2)cc1 (configuration not stated) returned IDE act -4, FID counter 11, IDE cell inh 7, UBC9 SUMO inh 12, pCIP destab -7, PfM18AAP inh -7, HCV NS3 hel inh -34, VIM-2 inh -2.3 and IMP-1 inhibitor -2.2.
Cc1ccc(NC(=O)C2C(C(=O)O)C3C=CC2C32CC2)cc1 (configuration not stated) was read as IDE act 4, FID counter -3, IDE cell inh 3, UBC9 SUMO inh 21, pCIP destab -2, PfM18AAP inh -3, HCV NS3 hel inh 6, VIM-2 inh -2.2 and IMP-1 inhibitor -6.2.
Screening Fc1ccc(CNc2ncnc3cc(Cl)ccc23)cc1 returned IDE act -13, FID counter -4, IDE cell inh 3, UBC9 SUMO inh 14, pCIP destab -12, PfM18AAP inh -8, HCV NS3 hel inh -3, VIM-2 inh 0.6 and IMP-1 inhibitor -1.3.
`CCCCn1nnc(NC(=O)c2ccc(-c3ccccc3[N+](=O)[O-])o2)n1` gave IDE act 5, FID counter -17, IDE cell inh 8, UBC9 SUMO inh 5, pCIP destab -11, PfM18AAP inh -6, HCV NS3 hel inh -5, VIM-2 inh -0.7 and IMP-1 inhibitor 0.2.
CC(NS(=O)(=O)c1ccc(Cl)cc1)C(=O)Nc1ccc2c(c1)OCCO2 (configuration not stated) was read as IDE act -2, FID counter -11, IDE cell inh -2, UBC9 SUMO inh 3, pCIP destab 1, PfM18AAP inh -1, HCV NS3 hel inh 0, VIM-2 inh -0.7 and IMP-1 inhibitor -2.3.
Cc1nc(NCCc2cnc[nH]2)c2oc3ccccc3c2n1 was read as IDE act -4, FID counter 8, IDE cell inh 3, UBC9 SUMO inh -1, pCIP destab 14, PfM18AAP inh -2, HCV NS3 hel inh 1, VIM-2 inh 71* and IMP-1 inhibitor 0.0.
Screening CCCC(=O)Nc1nc(-c2ccc(Cl)s2)cs1 returned IDE act 2, FID counter -2, IDE cell inh 1, UBC9 SUMO inh 3, pCIP destab 8, PfM18AAP inh 2, HCV NS3 hel inh -7, VIM-2 inh -1.4 and IMP-1 inhibitor -2.8.
COc1ccccc1S(=O)(=O)CC(O)COc1ccc(F)cc1Cl (configuration not stated) was read as IDE act 4, FID counter -10, IDE cell inh 6, UBC9 SUMO inh 38, pCIP destab 4, PfM18AAP inh 1, HCV NS3 hel inh 0, VIM-2 inh -2.3 and IMP-1 inhibitor -4.2.
`Cc1ccc(CNC(=O)C2CCCN(S(=O)(=O)c3ccc(F)cc3)C2)cc1` (configuration not stated) gave IDE act -4, FID counter -39, UBC9 SUMO inh 4, pCIP destab 0, PfM18AAP inh 2, HCV NS3 hel inh 0, VIM-2 inh -0.1 and IMP-1 inhibitor -1.4.
For O=C(Cc1ccccc1Cl)NCc1cccnc1 the results were IDE act 2, FID counter -3, IDE cell inh 2, UBC9 SUMO inh 0, pCIP destab 6, PfM18AAP inh -1, HCV NS3 hel inh -3, VIM-2 inh 0.3 and IMP-1 inhibitor -1.3.
`CCOc1ccccc1NC(=O)c1nc[nH]c1C(=O)Nc1ccccc1OCC` gave IDE act -1, FID counter 9, IDE cell inh -3, UBC9 SUMO inh 15, pCIP destab -4, PfM18AAP inh -1, HCV NS3 hel inh -4, VIM-2 inh -0.5 and IMP-1 inhibitor -1.4.
`COc1ccccc1C(=O)Nc1ccc(C(=O)c2ccccc2)cc1` gave IDE act 1, FID counter -17, IDE cell inh 6, UBC9 SUMO inh -13, pCIP destab 0, PfM18AAP inh 1, HCV NS3 hel inh -7, VIM-2 inh -2.3 and IMP-1 inhibitor -3.9.
`CCOC(=O)c1c[nH]c2c(C)ccc(Cl)c2c1=O` gave IDE act 3, FID counter -3, IDE cell inh 1, UBC9 SUMO inh 12, pCIP destab 2, PfM18AAP inh -4, HCV NS3 hel inh 4, VIM-2 inh 6.2 and IMP-1 inhibitor -1.7.
Screening CCc1ccc(N(C(=O)CNC(=O)c2cccs2)C(C(=O)NC(C)(C)C)c2cc(OC)c(OC)c(OC)c2)cc1 (configuration not stated) returned IDE act 0, FID counter -3, IDE cell inh 10, UBC9 SUMO inh 25, pCIP destab -15, PfM18AAP inh -1, HCV NS3 hel inh 4, VIM-2 inh -2.3 and IMP-1 inhibitor -1.8.
`CCN(CC)C(=O)CP(=O)(c1ccccc1)c1ccccc1` gave IDE act 4, FID counter -2, IDE cell inh 5, UBC9 SUMO inh 9, pCIP destab 4, PfM18AAP inh -1, HCV NS3 hel inh 1, VIM-2 inh -1.8 and IMP-1 inhibitor -2.1.

Pulled by compound from above:
CC(NS(=O)(=O)c1ccc(Cl)cc1)C(=O)Nc1ccc2c(c1)OCCO2 (configuration not stated) was read as IDE act -2, FID counter -11, IDE cell inh -2, UBC9 SUMO inh 3, pCIP destab 1, PfM18AAP inh -1, HCV NS3 hel inh 0, VIM-2 inh -0.7 and IMP-1 inhibitor -2.3.
`CCCCn1nnc(NC(=O)c2ccc(-c3ccccc3[N+](=O)[O-])o2)n1` gave IDE act 5, FID counter -17, IDE cell inh 8, UBC9 SUMO inh 5, pCIP destab -11, PfM18AAP inh -6, HCV NS3 hel inh -5, VIM-2 inh -0.7 and IMP-1 inhibitor 0.2.
